# Bioassay records: PubChem BioAssay, several laboratories
# Mtb RmlCD inh – inhibitors of Mycobacterium tuberculosis RmlC and RmlD coupled enzymes; actives 0.03% (n = 160,000); P9WH09+P9WH11; RmlC+RmlD coupled enzyme assay, percent inhibition; primary screen in compound mixtures; inhibition, % at 3.6 µM; in the data active means inhibition mostly above about 34%, no sharp cut-off; further: some results filed as inactive read as strong as hits
# Target sequence (P9WH09 whole entry, looked up): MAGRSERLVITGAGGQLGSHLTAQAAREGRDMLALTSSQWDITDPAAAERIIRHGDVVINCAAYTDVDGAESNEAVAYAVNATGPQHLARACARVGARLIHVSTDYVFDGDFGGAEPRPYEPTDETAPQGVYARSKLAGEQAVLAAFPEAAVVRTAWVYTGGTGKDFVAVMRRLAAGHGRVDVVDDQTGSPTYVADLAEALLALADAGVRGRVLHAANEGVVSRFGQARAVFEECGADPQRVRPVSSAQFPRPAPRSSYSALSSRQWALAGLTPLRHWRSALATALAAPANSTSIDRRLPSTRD
# Target sequence (P9WH11 whole entry, looked up): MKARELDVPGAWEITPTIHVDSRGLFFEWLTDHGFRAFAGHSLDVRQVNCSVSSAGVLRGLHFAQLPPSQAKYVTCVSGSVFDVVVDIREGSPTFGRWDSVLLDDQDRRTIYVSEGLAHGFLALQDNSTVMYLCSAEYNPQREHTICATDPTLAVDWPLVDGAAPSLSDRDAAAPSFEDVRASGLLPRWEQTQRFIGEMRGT
# GlmU inhibition – inhibition of mycobacterial GlmU enzyme – biochemical, glucosamine-1-phosphate acetyltransferase (AID 1376). inhibition, %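 (tested at 30 µM in the primary screen)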, or IC50 in µM where a hit was titrated. M. tuberculosis GlmU acetyltransferase enzyme assay; higher % means a stronger effect. actives 0.25% (n = 220,000); in the data active means inhibition above about 13%;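 further: 0% = complete reaction with vehicle and 100% = reaction without substrate; strong numbers were not always called active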
# Starred values were filed as active, the others as inactive; x = no result given. The list is partial; count on the stated rates, not on these rows.
# Value order – Mtb RmlCD inh, GlmU inhibition
Cc1cc(NC(=O)Nc2cccc(C)c2C)no1
 : 5.4, -7.2%
CCOC(=O)c1c(C)c(C(=O)Nc2ccc3c(c2)OCO3)c(C)n1C
 : -0.3, -5.2%
Clc1ccc(Nc2ncn[nH]2)c(Cl)c1
 : 1.9, -1.0%
COc1ccc(C[C@H]2CN3C(=NC[C@H]3C)N2CCNC(=O)c2ccc(C)c(Br)c2)cc1
 : x, -2.4%
Cc1ccc(-n2c(SCc3ccc([N+](=O)[O-])cc3)nc3ccccc3c2=O)cc1
 : 82.1, -2.7%
COc1cc(C2Nn3c(nnc3-c3ccccc3OC)S2)ccc1O (stereo unspecified)
 : x, -0.2%
CSc1ccccc1C(=O)Nc1nccs1
 : x, -1.1%
CC(C)c1nnc(NC(=O)C2CCN(c3cnccn3)CC2)s1
 : -9.5, 5.4%
CN(C)CCNC(=O)c1cc2sc3ccccc3c2s1
 : 4.0, -8.9%
Oc1c(Br)cc(C2N=C(c3ccccc3Cl)NO2)cc1Br (stereo unspecified)
 : x, 9.4%

# Reformatted: entries from further up.
Oc1c(Br)cc(C2N=C(c3ccccc3Cl)NO2)cc1Br (stereo unspecified)
  Mtb RmlCD inh = x
  GlmU inhibition = 9.4%

COc1ccc(C[C@H]2CN3C(=NC[C@H]3C)N2CCNC(=O)c2ccc(C)c(Br)c2)cc1
  Mtb RmlCD inh = x
  GlmU inhibition = -2.4%

CSc1ccccc1C(=O)Nc1nccs1
  Mtb RmlCD inh = x
  GlmU inhibition = -1.1%

Cc1cc(NC(=O)Nc2cccc(C)c2C)no1
  Mtb RmlCD inh = 5.4
  GlmU inhibition = -7.2%

# (more compounds)
# Value order – Mtb RmlCD inh, GlmU inhibition
O=C(O)C[C@H]1c2cc(C(F)(F)F)ccc2S(=O)(=O)N1C1CCN(Cc2ccccc2)CC1
 : x, -1.1%
O=C(CSc1nnc2scc(-c3ccccc3)n12)N1CCCc2ccccc21
 : -2.2, 3.2%
CCOc1ccccc1C1CC(c2ccccc2)Nc2nc(N)nn21 (stereo unspecified)
 : -7.5, -0.6%
COCc1nnc(SCC(=O)NCc2ccccc2)n1-c1ccccc1
 : -7.0, 9.1%
COCCCNC(=O)CN(CCc1ccccc1)S(=O)(=O)c1ccc(OC)cc1
 : -6.4, -0.6%
CCCCCCn1c(CN2CCN(C(=O)OCC)CC2)nc2c1c(=O)n(C)c(=O)n2C
 : x, 0.8%
Cc1ccc(-c2nc(CSCC(=O)NCc3cccnc3)c(C)o2)cc1
 : 8.8, 10.5%
N=C(N)SCc1ccc(Cl)cc1Cl
 : 2.4, -2.7%
NS(=O)(=O)c1ccc(CCNC(=O)CN2CCCCCC2)cc1
 : 8.1, -4.9%
CCN(CCCNC(=O)C1c2ccccc2C(=O)N(CCOC)C1c1ccc(F)cc1)Cc1ccccc1 (stereo unspecified)
 : -1.5, 0.8%
CCOc1ccc(-c2ccc(SCC(=O)Nc3nnc(C)s3)nn2)cc1
 : 7.0, -2.5%
COC(=O)c1cn(C)c2ccc(S(=O)(=O)N3CCOCC3)cc2c1=O
 : -10.3, 3.5%
COCCn1c(N)c(N(Cc2ccccc2)C(=O)C2CCCC2)c(=O)[nH]c1=O
 : 8.5, -2.0%
CCOc1cc(S(=O)(=O)NCc2ccc(OC)cc2)c(OCC)cc1-n1cnnn1
 : x, -5.7%
CCCCNC(=O)COC(=O)CCC(=O)c1cccs1
 : 42.5, -1.1%
COc1ccc(-c2nc3ccccc3c(=O)n2CCOc2cc(C)ccc2C)cc1
 : -1.5, -2.8%
Cc1ccccc1-n1nnnc1SCc1csc(-c2ccccc2)n1
 : x, 4.3%
Cc1csc(NC(=O)c2nc(-c3ccccc3)n(-c3ccccc3)n2)n1
 : 14.2, 7.7%
CCC(C)(C)n1nnnc1C(c1cc(OC)ccc1OC)N1CCC(C(N)=O)CC1 (stereo unspecified)
 : x, 1.1%
O=c1cc(CN2CCOCC2)nc(C2CC2)[nH]1
 : -8.9, 1.8%
COc1ccc(NC(=S)NC2CCN(Cc3ccccc3)CC2)cc1OC
 : -2.2, -7.0%
COC(=O)[C@H](CCSC)NC(=O)Nc1ccc(S(N)(=O)=O)cc1
 : -4.0, 3.5%
Cc1cc(NCc2ccccc2)nc2ccccc12
 : x, -1.2%
O=C1CN(C(=O)c2ccccc2F)c2ccccc2N1
 : -2.7, -1.4%
Cc1c(C#N)c(NC(=O)C(C)C)n(Cc2ccccc2)c1C
 : -5.2, 7.0%
COC(=O)c1ccc(Oc2nc(Nc3ccc(C)c(C)c3)nc(N(C)C)n2)cc1
 : x, -1.1%
CN(C)c1cc(-c2ccc(Br)cc2)oc(=O)c1Cl
 : -5.5, 5.6%
c1ccc(Nc2nc(-c3ccccn3)cs2)cc1
 : -13.7, -1.2%
O=C(Nc1ccc2nc(-c3cccnc3)[nH]c2c1)C12CC3CC(CC(C3)C1)C2
 : x, -1.6%
CCCn1[nH]cc(SC)c(=O)c1=O
 : 4.2, 4.0%

# 4 compounds picked at random from those above, as already listed:
# Value order – Mtb RmlCD inh, GlmU inhibition
Cc1c(C#N)c(NC(=O)C(C)C)n(Cc2ccccc2)c1C
 : -5.2, 7.0%
COC(=O)c1ccc(Oc2nc(Nc3ccc(C)c(C)c3)nc(N(C)C)n2)cc1
 : x, -1.1%
O=C1CN(C(=O)c2ccccc2F)c2ccccc2N1
 : -2.7, -1.4%
COc1ccc(NC(=S)NC2CCN(Cc3ccccc3)CC2)cc1OC
 : -2.2, -7.0%

# The list continues:
# Value order – Mtb RmlCD inh, GlmU inhibition
O=C(c1cc2c(s1)-c1ccccc1OC2)N1CCN(c2ccccn2)CC1
 : 7.5, 4.8%
COc1ccc(-n2cc(C(=O)O)c3ccccc3c2=O)cc1
 : 3.3, 7.4%
O=C(CCS(=O)(=O)c1cccc2nonc12)NCCc1ccccc1
 : 1.1, 2.5%
Cc1cc(=O)[nH]c(SCC(=O)Nc2ccc(Cl)cn2)n1
 : 20.6, 4.4%
CSc1ccccc1NC(=S)Nc1cccc(C(F)(F)F)c1
 : -7.5, -5.7%
CC(=O)N(/N=C1\Sc2ccccc2C1=O)c1ccccc1C
 : 9.8, 6.8%
O=C(NN1CCCCC1)c1cnn2c(C(F)F)cc(-c3ccccc3)nc12
 : x, -4.0%
CCc1ccc(S(=O)(=O)c2n[nH]n3c2nc(=O)c2ccccc23)cc1
 : x, 2.3%
CCOc1ccc(N2C(=O)/C(=C\c3cccs3)C(=O)NC2=S)cc1
 : 5.0, -2.1%
O=C1CCCC(O)=C1N=Nc1ccc(C(=O)O)cc1
 : 5.5, 13.3%*
CCOc1ccc(NC(=O)C(C)NS(=O)(=O)c2ccc(NC(C)=O)cc2)cc1 (stereo unspecified)
 : 3.2, -2.7%
COc1ccccc1Oc1coc2c(CN(C)C)c(O)ccc2c1=O
 : x, 2.9%
Cc1nnc(SCc2ccc(C(=O)Nc3cc(Cl)ccc3C)cc2)s1
 : 5.5, 3.6%
CCCCC(O)(CCCC)C(=O)NN(C(=O)OC)c1ccc(C)cc1
 : -17.0, 4.6%
COc1cc(S(=O)(=O)NCC2CCCO2)c(OC)cc1Cl (stereo unspecified)
 : 10.1, 2.7%
CNC(=O)c1nnc(Cc2ccc(F)cc2)o1
 : 5.8, 1.1%
O=C(O/N=C1\CCCCC1c1ccc([N+](=O)[O-])cc1[N+](=O)[O-])c1c(F)cccc1F (stereo unspecified)
 : x, 0.4%
O=C(NCc1ccco1)c1csc2c1CCCCC2
 : -1.8, -0.5%
Cc1ccc(C(=O)/C=C/c2ccc(Br)cc2)o1
 : -7.7, 1.1%
O=C(COC(=O)CCc1ccc(S(=O)(=O)N2CCOCC2)cc1)NCc1ccccc1
 : 2.9, 2.1%

# Whole records as entered above. Order of values: Mtb RmlCD inh	GlmU inhibition
# Listed for O=C(O/N=C1\CCCCC1c1ccc([N+](=O)[O-])cc1[N+](=O)[O-])c1c(F)cccc1F (stereo unspecified) → x	0.4%
# Listed for COc1cc(S(=O)(=O)NCC2CCCO2)c(OC)cc1Cl (stereo unspecified) → 10.1	2.7%
# Listed for CCCCC(O)(CCCC)C(=O)NN(C(=O)OC)c1ccc(C)cc1 → -17.0	4.6%
# Listed for CCOc1ccc(NC(=O)C(C)NS(=O)(=O)c2ccc(NC(C)=O)cc2)cc1 (stereo unspecified) → 3.2	-2.7%
# Listed for O=C(COC(=O)CCc1ccc(S(=O)(=O)N2CCOCC2)cc1)NCc1ccccc1 → 2.9	2.1%

# Additional results.
# Value order – Mtb RmlCD inh, GlmU inhibition
Cc1ccc(CSCCNC(=O)c2ccccc2)cc1
 : -7.0, -4.2%
O=C(Nc1ccc(S(=O)(=O)N2CCOCC2)cc1)c1ccc(Cl)cc1
 : x, -3.2%
CC(C)C12CCC(C(=O)O)C(C1)C(=O)O2 (stereo unspecified)
 : 8.7, -3.3%
Cc1ccccc1NC(=S)NC(NC(=O)c1ccccc1C)C(Cl)(Cl)Cl (stereo unspecified)
 : x, -1.9%
CCN1CCC(NC(=O)Nc2ccc(F)cc2F)CC1
 : 3.9, 7.4%
CCOc1ccc(CN(C)C(=O)c2cccnc2OCC)cc1OC
 : 31.6, 7.6%
CC1CC(C)CN(CC(C)(C)NS(=O)(=O)c2ccccc2)C1 (stereo unspecified)
 : 0.6, 3.7%
N#CC(=C1CCCC1)c1nc(-c2ccccc2)cs1
 : 25.3, -1.8%
Cc1ccc(-n2ncc(C(=O)N3CCc4ccccc4C3)c2NC(=O)c2ccco2)cc1C
 : -2.7, 8.1%
COc1ccccc1Nc1nc(-c2c(C)nc3ncccn23)cs1
 : -5.3, 9.4%
